HCV inhibitor = inhibitors of hepatitis C virus infection; 340,000 compounds, 3.4% hits; AID 651820; Huh7.5.1 HCVcc-Cre infection, luciferase reporter, 44 h; Potency, µM (highest dose often 41.8 µM), without a hit: at the top dose activity change, negative = inhibition, actives largely listed as inhibitors; note: potency is the fitted concentration of half-maximal effect; % is set by controls: 0 for no effect and ±100 for the full control effect
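Compounds are dispensed onto cells plated 4 h earlier at 1,000 per well, with HCVcc-Cre virus (about 0.5 moi) added next. Following 44 h of culture, luminescent signal is measured for 15 sec after 15 min with substrate at room temperature.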
Pf growth 96h = inhibits malaria parasite growth, 96 h; P. falciparum luciferase reporter growth, 96 h; Potency, µM (series often up to 28.7 µM), for the others: top-dose activity change, negative = inhibition, hits mostly inhibitors; 320,000 compounds, 6.9% hits; AID 504834; note: potency is the fitted concentration of half-maximal effect; % is set by controls: 0 for no effect and ±100 for the full control effect
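P. falciparum expressing integrated firefly luciferase grown in erythrocytes (2% hematocrit, 0.05% parasitemia final) with compounds for 96 hours at 37 C, 5% CO2. Growth inhibition read as loss of luminescence after adding luciferase detection reagent.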
TbPYK inhibitor = blocks Trypanosoma brucei pyruvate kinase; Q57TT1; TbPYK enzyme, Kinase-Glo Plus ATP luminescence, 45 min; Potency, µM (titrated, usually from 76.8 µM), for the others: at the highest dose activity, negative = inhibition, actives largely listed as inhibitors; 410,000 compounds, 0.12% hits; note: potency is the fitted concentration of half-maximal effect; % is set by controls: 0 for no effect and ±100 for the full control effect; nearly all actives have a fitted effect of over 50% in size
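Luminescent Kinase-Glo Plus end-point after 45 min room-temperature reaction of T. brucei pyruvate kinase started with 130 uM ADP (final). Buffer TEA 50 mM pH 7.2 with KCl, MgCl2, BSA, Tween-20; titration-based qHTS with fitted concentration-effect curves.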
Pf growth 48h = inhibits P. falciparum growth in the first generation, 48 h | P. falciparum luciferase growth in erythrocytes, 48 h | Potency, µM (doses to about 28.7 µM), without a hit: at the top dose activity change, negative = inhibition, usual class: inhibitors | 310,000 compounds, 5.9% hits | AID 504832; note: potency is the fitted concentration of half-maximal effect; % is set by controls: 0 for no effect and ±100 for the full control effect
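Growth was read as firefly luciferase luminescence after a 48 h, 37 C, 5% CO2 exposure of compounds to reporter-bearing P. falciparum cultures (0.1% parasitemia, 2% hematocrit final) in Albumax-supplemented RPMI 1640.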
CHX counter = counter-screen for Shiga toxin inhibitors: cycloheximide protein synthesis inhibition. cell reporter, cycloheximide protein synthesis inhibition counterscreen. max response, %. 300,000 compounds, 12% hits. AID 2314; in the data active = max response mostly above about 13%, no sharp cut-off; inactive = mostly below about 14%; note: read at 38.3 µM for the half of the compounds with a filed dose; 0% is about no effect
Shiga toxin inh = Shiga toxin inhibition | 290,000 compounds, 9.2% hits | Vero cells, Shiga toxin protein synthesis inhibition reporter | AID 2315 | inhibition, % at 38.7 µM; in the data active = inhibition mostly above about 28%, no sharp cut-off; inactive = mostly below about 43%; note: 0% is about no effect
LmPK inhibitor = LmPK (Leishmania mexicana) enzyme inhibition | Q27686 | purified LmPK, Kinase-Glo ATP luminescence, 1 h | Potency, µM (series often up to 57.5 µM), for the others: at the highest dose activity change, negative = inhibition, most hits filed as inhibitors | 290,000 compounds, 0.37% hits | AID 1721; note: potency is the fitted concentration of half-maximal effect; % is set by controls: 0 for no effect and ±100 for the full control effect
Target sequence (Q27686 whole entry, looked up): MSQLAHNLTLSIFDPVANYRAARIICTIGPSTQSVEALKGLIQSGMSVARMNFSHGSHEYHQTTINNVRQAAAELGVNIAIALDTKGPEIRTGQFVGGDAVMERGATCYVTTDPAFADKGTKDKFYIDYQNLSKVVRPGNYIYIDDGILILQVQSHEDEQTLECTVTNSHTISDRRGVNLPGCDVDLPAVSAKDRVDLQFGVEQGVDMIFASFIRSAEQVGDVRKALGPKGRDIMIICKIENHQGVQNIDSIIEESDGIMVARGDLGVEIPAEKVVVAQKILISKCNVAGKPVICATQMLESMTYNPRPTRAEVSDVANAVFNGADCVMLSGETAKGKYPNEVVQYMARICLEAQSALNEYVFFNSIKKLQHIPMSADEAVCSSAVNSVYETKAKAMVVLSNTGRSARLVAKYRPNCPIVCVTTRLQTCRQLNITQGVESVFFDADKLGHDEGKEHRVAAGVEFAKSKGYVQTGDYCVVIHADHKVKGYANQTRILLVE
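Screened at intermediate enzyme activity to detect both inhibitors and activators: LmPK at 0.1 nM, with a 0.5 nM enzyme column as activation reference. PEP 0.5 mM, ADP 0.1 mM; ATP detected by luminescence after 1 h.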
Numbers without * were called inactive; ? = inconclusive; · = not tested or not shown; & = joins results of further samples; [ ] = remark or other dose. Unless noted, calls come from the whole dose curve; as a rule, active = well fitted curve in the direction sought with a large enough effect; inconclusive = small, poorly fitted or top-dose-only effect, or another doubt; inactive = no such curve, though single readings can be large; an effect the other way counts as inactive or inconclusive.

1: CC1CC(C)CN(CC(=O)c2cccs2)C1 (stereo unspecified)
2: Cc1cc(NO)nc(-c2ccc(Br)cc2)n1
3: C=C(C)CNC(=S)Nc1sc2c(c1C(=O)OCC)CC(C)(C)OC2
4: S=C(NCc1cccnc1)Nc1ccc(Cl)cc1
5: CCCCc1nc(SCC(=O)Nc2nnc(C(C)C)s2)n[nH]1
6: CC(C)(Oc1ccc(Cl)cc1)C(=O)NCCCn1ccnc1
7: C#CCOCCOCCOCCNc1nc(N2CCN(C(=O)[C@H]([C@@H](C)CC)n3cc([C@@H](N)CC(C)C)nn3)CC2)nc(N2CCN(C(=O)[C@H](Cc3cc4ccccc4[nH]3)n3cc([C@@H](N)C(C)CC)nn3)CC2)n1 (stereo partly specified)
8: CCOC(=O)N1CCC(NC(=O)c2ccc3c(c2)N=C(CC)c2ccccc2S3)CC1
9: CC(c1ccco1)N(C(=O)c1ccccc1NS(=O)(=O)c1cccc([N+](=O)[O-])c1)c1ccccn1 (stereo unspecified)
10: O=C(c1ccccc1Sc1ccc([N+](=O)[O-])cc1)N1CCCCC1
Compound | 1 | 2 | 3 | 4 | 5 | 6 | 7 | 8 | 9 | 10
HCV inhibitor | 13% | ? | 8% | -9% | -8% | 13% | · | 10µM* | 14% | 2%
Pf growth 96h | 0% | · | ? | 37%[activator] | 17% | -23% | 1.2µM* | ? | 7% | -17%
TbPYK inhibitor | 11% | -1% | -34% | -4% | -1% | 2% | · | -5% | -4% | 1%
Pf growth 48h | 3% | ? | 2% | 17% | 59% | -17% | 4.7µM* | ? | -13% | -10%
CHX counter | -2 | 47* | -2 | -5 | 26 | -4 | -2 | 7 | 1 | 11
Shiga toxin inh | -1 | 109* | -6 | -7 | 24 | -6 | -6 | 7 | 12 | 7
LmPK inhibitor | 1% | 2% | -2% | 0% | 0% | 0% | -4% | -1% | 2% | 2%

11: Cc1ccc(-c2cc(C(=O)Nc3sc4c(c3C(=O)NCc3ccco3)CCC4)[nH]n2)c(O)c1
12: Cc1ccc(-c2c[nH]c(=S)n2-c2ccccc2F)cc1
13: Cc1ccc(S(=O)(=O)Nc2ccccc2CNC2CCCCC2)cc1
14: CCn1nc(C)c(CN2CCC(n3nccc3NC(=O)c3ccc4c(c3)OCO4)CC2)c1C
15: Cc1cc(S(=O)(=O)NCCN(C)C)c(C)s1
16: OCCn1c(CSc2nnc(-c3ccco3)n2-c2ccccc2)nc2ccc(Cl)cc21
17: COc1ccc(Nc2nc(Cl)nc(NCCO)n2)cc1
18: CCN(c1ccc(OC)cc1)S(=O)(=O)c1nnc(NC(=O)c2ccco2)s1
19: CCOc1nc(-c2ccc(OC)cc2)ccc1-c1noc(-c2cc(OC)c(OC)c(OC)c2)n1
20: Cc1cccc(NC(=O)Cn2cnc3ccccc3c2=O)c1C
Compound | 11 | 12 | 13 | 14 | 15 | 16 | 17 | 18 | 19 | 20
HCV inhibitor | -7% | 10% | 11% | 13% | 4% | -17%&-19% | 24% | 22% | -16% | 11%
Pf growth 96h | ? | -18% | -21% | 0% | ? | · | -29% | 5% | -2% | 10%
TbPYK inhibitor | 3% | -23% | -1% | -5% | · | -23% | -6% | -7% | 1% | -4%
Pf growth 48h | ? | 0% | -24% | 7% | 0% | 12µM* | 0% | ? | ? | 24%
CHX counter | 5 | 9 | -3 | -3 | -2 | -1 | 8 | -2 | 8 | 3
Shiga toxin inh | 17 | 12 | 0 | -18 | -7 | -8 | -11 | -9 | 12 | -2
LmPK inhibitor | 4% | ? | -2% | -13% | 5% | 6% | 0% | -9% | 1% | 1%

21: CN(Cc1ccco1)S(=O)(=O)c1csc(C(N)=O)c1
22: CN1CCN(CCC(=O)Nc2ccc(C3CCCC3)cc2)CC1
23: Cc1ccc(C)c(NC(=S)NCC(c2cccnc2)N2CCOCC2)c1 (stereo unspecified)
24: Cc1sc(C(=O)Nc2ccc3ccccc3c2)cc1CC(=O)O
25: Cc1ccccc1NC(=O)CC1S/C(=N/c2nccs2)N(C)C1=O (stereo unspecified)
26: O=C(OCC#CCSc1nnc(-c2ccccc2)o1)c1cc2ccccc2o1
27: COc1cc(Cl)c(S(=O)(=O)N2CCN(Cc3ccc4c(c3)OCO4)CC2)cc1Cl
28: Cc1ccc(-n2nnnc2CS(=O)(=O)c2ccccc2)c(C)c1
29: NS(=O)(=O)c1cccc(NC(=O)Cn2cnc3ccccc3c2=O)c1
30: Cc1cccc(C(=O)NCC(=O)N2CCC2)c1
Compound | 21 | 22 | 23 | 24 | 25 | 26 | 27 | 28 | 29 | 30
HCV inhibitor | 5% | ? | 3% | 4% | -15% | 16% | -5%&13% | 18% | 18% | 10%
Pf growth 96h | 12% | -19% | 42%[activator] | -17% | -1% | · | 5% | 72%[activator] | · | 33%
TbPYK inhibitor | -2% | -3% | -10% | -2% | 1% | -2% | 2% | -7% | -7% | 8%
Pf growth 48h | 33%[activator] | -23% | 19% | 53%[activator] | · | 11% | 42%[activator] | 15% | 4% | 15%
CHX counter | 9 | 0 | -3 | 12 | -2 | -3 | -5 | -2 | -5 | ·
Shiga toxin inh | -17 | 8 | -15 | 20 | -12 | -18 | -11 | -16 | -4 | ·
LmPK inhibitor | 1% | 1% | 0% | 2% | 8% | 4% | -7% | 1% | 1% | ·

Overlap with the part before: 2 compounds; new compounds follow.
29: NS(=O)(=O)c1cccc(NC(=O)Cn2cnc3ccccc3c2=O)c1
30: Cc1cccc(C(=O)NCC(=O)N2CCC2)c1
31: CC(C)=CC(=O)Nc1ccc(S(=O)(=O)Nc2ccccn2)cc1
32: CC(C)CNC(=O)COC(=O)CCC(=O)c1ccc(Cl)cc1
33: CNC(=O)Oc1ccc(-c2cn3cc(C)ccc3n2)cc1
34: CCSc1nsc(NC(=O)Nc2ccccc2OC)n1
35: CC(OC(=O)Cc1n[nH]c(=O)c2ccccc12)C(=O)Nc1ccccc1[N+](=O)[O-] (stereo unspecified)
36: Cc1nc2cc(NC(=O)Nc3cccc4ccccc34)ccc2n1C
37: O=C(C[n+]1ccc2ccccc2c1)Nc1cc(C(F)(F)F)ccc1Cl
38: O=C(c1ccccc1)N1CCN(C(=S)NCCc2ccccc2)CC1
39: OCCN1CCN(c2ncnc3scc(-c4ccc(F)cc4)c23)CC1
40: Cc1ccc(C(=O)N/C(=C\c2cccs2)C(=O)NCc2ccncc2)cc1
Compound | 29 | 30 | 31 | 32 | 33 | 34 | 35 | 36 | 37 | 38 | 39 | 40
HCV inhibitor | 18% | 10% | -8% | 5% | ? | ? | 16% | -4% | ? | 6% | 1% | 13%
Pf growth 96h | · | 33% | 28% | 15% | ? | ? | 52%[activator] | 22% | ? | ? | -28% | -12%
TbPYK inhibitor | -7% | 8% | 6% | 1% | -1% | 2% | 2% | 6% | 0% | -1% | -2% | 0%
Pf growth 48h | 4% | 15% | -5% | 0% | -81% | 28% | 32%[activator] | -49% | 1.3µM* | -16% | -10% | -16%
CHX counter | -5 | · | -1 | -2 | -2 | 29* | -2 | 28 | -9 | -1 | -1 | 5
Shiga toxin inh | -4 | · | -10 | -13 | 6 | 27* | -4 | 83 | -14 | 14 | -5 | -10
LmPK inhibitor | 1% | · | 2% | 9% | -22% | 2% | -10% | -8% | -3% | 0% | -1% | 4%

Excerpt: entries 31 to 33
31: CC(C)=CC(=O)Nc1ccc(S(=O)(=O)Nc2ccccn2)cc1
32: CC(C)CNC(=O)COC(=O)CCC(=O)c1ccc(Cl)cc1
33: CNC(=O)Oc1ccc(-c2cn3cc(C)ccc3n2)cc1
Compound | 31 | 32 | 33
HCV inhibitor | -8% | 5% | ?
Pf growth 96h | 28% | 15% | ?
TbPYK inhibitor | 6% | 1% | -1%
Pf growth 48h | -5% | 0% | -81%
CHX counter | -1 | -2 | -2
Shiga toxin inh | -10 | -13 | 6
LmPK inhibitor | 2% | 9% | -22%

(continued)
41: COc1ccc(NC(=O)c2coc(C)c2)cc1
42: COC(=O)c1cc(OC)c(OC)cc1NC(=O)c1ccccc1
43: NC(=O)[C@@H]1CCCN1C(=O)c1ccc2oc(CCc3ccccc3)nc2c1
44: O=C(COC(=O)c1cc(=O)[nH]c2ccccc12)c1cccs1
45: Cc1cc(C)c(C)c(S(=O)(=O)Nc2ccc(O)cc2)c1C
46: S=C(NCCc1ccccn1)Nc1ccc(Cl)c(Cl)c1
47: O=C(O)c1ccc(N2CC3CC(C2)c2cccc(=O)n2C3)c(NC(=S)Nc2ccc(Cl)cc2Cl)c1 (stereo unspecified)
48: c1ccc(CN2CCN(C(c3ccccc3)c3ccccc3)CC2)cc1
49: COc1ccc(Cc2nnc(NC(=O)c3cccc([N+](=O)[O-])c3)s2)cc1
50: COc1ccccc1NC(=O)NNC(=O)c1cc2ccccc2cc1O
Compound | 41 | 42 | 43 | 44 | 45 | 46 | 47 | 48 | 49 | 50
HCV inhibitor | 23% | ? | · | 12% | ? | 4% | 20% | ? | 21% | 4%
Pf growth 96h | 22% | -33% | 28% | ? | -1% | ? | ? | ? | 10% | 48%[activator]
TbPYK inhibitor | -1% | 1% | -15% | 4% | -3% | -7% | -23% | 2% | -12% | -12%
Pf growth 48h | 62%[activator] | 10% | 71%[activator] | 9% | 7.4µM* | -6% | 6% | ? | 20% | 20%
CHX counter | 29* | -3 | 43* | -1 | 1 | 2 | 22 | -2 | 23* | 26*
Shiga toxin inh | 54* | 21 | 40* | -2 | -5 | 41* | 4 | -12 | 32 | 101*
LmPK inhibitor | 0% | -1% | -1% | 7% | -1% | -2% | -3% | 0% | -1% | -4%

51: Cc1ccc(-c2nc(S(=O)(=O)c3ccccc3)c(SCC(=O)NCC3CCCO3)o2)cc1 (stereo unspecified)
52: CCOC(=O)c1c(OCC)[nH]c2c1cc(O)c1ccccc12
53: CCOC(=O)c1ccccc1NC(=O)/C(C)=C/C(=O)O
54: Cc1ccc(C(=O)NC2CCN(S(=O)(=O)c3ccccc3)CC2)cc1
55: O=c1ccc(Cl)cn1Cc1ccccc1F
56: CCOC(=O)c1c(NC(=O)c2cc(CC(C)C)on2)sc(C(C)=O)c1C
57: CN(Cc1ccccn1)C(=O)C1CCC(=O)N(CCc2ccc(Cl)cc2)C1 (stereo unspecified)
58: CN(C)C1(CNC(=O)C2CCC(=O)N(CCc3ccc(Cl)cc3)C2)CCCCC1 (stereo unspecified)
Compound | 51 | 52 | 53 | 54 | 55 | 56 | 57 | 58
HCV inhibitor | ? | ? | 4% | -18% | 9% | -18% | 11% | ?
Pf growth 96h | ? | -25% | 40%[activator] | ? | -113% | -6% | 1% | -29%
TbPYK inhibitor | -3% | -19% | 1% | 4% | -1% | -8%&-9% | -2% | 1%
Pf growth 48h | ? | · | 30% | -8% | 10% | -13% | 0% | ?
CHX counter | -2 | -2 | -3 | -1 | -1 | -3 | 1 | -1
Shiga toxin inh | 15 | -21 | -7 | 9 | 9 | 11 | -4 | -15
LmPK inhibitor | 1% | ? | -3% | -6% | 10% | -3% | -4% | -9%
